Compound activity from PubChem BioAssay.
Tb PGK inh – T. brucei PGK inhibition; Potency, µM (series often up to 57.5 µM), for inactives: at the top dose activity change, negative = inhibition, actives largely listed as inhibitors; actives 0.043% (n = 380,000); P07378; PGK/GAPDH coupled, Kinase-Glo luminescence, 60 min; note: potency is the fitted concentration of half-maximal effect; % is set by controls: 0 for no effect and ±100 for the full control effect; nearly all actives have a fitted effect of over 60% in size
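Luminescent ATP detection (Kinase-Glo Plus) follows a 60-minute room-temperature incubation, with wells lacking PGK as controls. Buffer: 100 mM TEA (pH 7.6), 5 mM MgCl2, 0.01% Tween-20. Coupling enzyme GAPDH (100 nM final) supplies unstable 1,3-BPG in-well.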
GLS inhibitor – glutaminase GLS (human) inhibition. O94925. GLS enzymatic activity, qHTS titration. Potency, µM (highest dose often 45.5 µM), for the others: top-dose activity change, negative = inhibition, actives largely listed as inhibitors. actives 0.21% (n = 410,000); note: potency is the fitted concentration of half-maximal effect; % is set by controls: 0 for no effect and ±100 for the full control effect
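Human kidney-isoform GLS in 45 mM KH2PO4 pH 8.2, 0.02% Tween-20, with compound, started with 1mM L-Glutamine (added stock). Glutamate oxidase/HRP/Amplex red coupled fluorescence read at start and after 30 min at RT.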
PI4K2A block – blocks human PI4K2A kinase activity. Q9BTU6. actives 0.13% (n = 420,000). purified PI4K2A, ADP-Glo luminescence, 1 h; stronger effect = lower value. activity change, negative = inhibition, % at 76.9 µM. AID 1346378; in the data active = activity change below about -50%; inconclusive = mostly about -30% to -49%;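 note: -100% = wells without enzyme as full effect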
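In this quantitative HTS, ADP production by PI4K2A was quantified luminescently after 1 h at ambient temperature; 100 microM adenosine served as plate-quality control.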
G9a block – G9a (human) methyltransferase inhibition; G9a H3K9 monomethylation, AlphaScreen, 2 h; Potency, µM (titrated, usually from 102 µM), inactives show top-dose activity, negative = inhibition, hits mostly inhibitors; actives 8.8% (n = 350,000); note: potency is the fitted concentration of half-maximal effect; % is set by controls: 0 for no effect and ±100 for the full control effect; nearly all actives have a fitted effect of over 75% in size
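AlphaScreen read-out: biotin-H3K9 peptide (500 nM) methylation by 20 nM enzyme with 20 uM SAM, 2 h at room temperature after 15 min compound preincubation; anti-monomethyl H3K9 antibody plus donor/acceptor beads, 10 min dark.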
JMJD2A Tudor inh – inhibitors of human JMJD2A Tudor domain; Potency, µM (highest dose often 114 µM), for inactives: at the top dose activity change, negative = inhibition, actives largely listed as inhibitors; O75164; actives 4.4% (n = 390,000); AlphaScreen JMJD2A-Tudor / H3K4me3 peptide binding; note: potency is the fitted concentration of half-maximal effect; % is set by controls: 0 for no effect and ±100 for the full control effect; nearly all actives have a fitted effect of over 50% in size
Pin1 inh – inhibitors of human Pin1 | Q13526 | actives 0.009% (n = 390,000) | Potency, µM (series often up to 115 µM), inactives show at the highest dose activity, negative = inhibition, hits mostly inhibitors | Pin1 FP peptide displacement, HiFluor488, 10 min; active = well fitted inhibition curve with a large enough effect in the polarisation, with a control signal flat, not every such curve was filed as active; inconclusive = small, poorly fitted or top-dose-only effect, or effect the other way, or a change in a side signal; inactive = no such curve, though single readings can be large or run the other way; the % refers to the polarisation; note: potency is the fitted concentration of half-maximal effect; % is set by controls: 0 for no effect and ±100 for the full control effect
HP1b chromo inh – HP1-beta chromodomain-methylated histone interaction inhibition. P83916. AlphaScreen HP1-beta / biotin-H3K9me3 peptide binding. Potency, µM (doses to about 114 µM), without a hit: at the top dose activity change, negative = inhibition, usual class: inhibitors. actives 0.56% (n = 390,000). AID 540317; note: potency is the fitted concentration of half-maximal effect; nearly all actives have a fitted effect of over 70% in size; inactives centre near 23
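AlphaScreen: HP1-beta (50 nM) preformed 30 min with biotin-H3(1-18)K9me3 peptide (50 nM) in PBS pH 7.4, 0.01% Tween-20. Compound added for 30 min at RT, then streptavidin donor/nickel chelate acceptor beads (10 ug/mL) for 30 min.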
BAZ2B inh – inhibitors of human BAZ2B bromodomain | AlphaScreen BAZ2B-H3K14Ac peptide displacement | Potency, µM (series often up to 114 µM), for the others: top-dose activity change, negative = inhibition, most hits filed as inhibitors | actives 4.4% (n = 360,000) | AID 504333; note: potency is the fitted concentration of half-maximal effect; % is set by controls: 0 for no effect and ±100 for the full control effect; nearly all actives have a fitted effect of over 60% in size
Target sequence (Q9UIF8 whole entry, looked up): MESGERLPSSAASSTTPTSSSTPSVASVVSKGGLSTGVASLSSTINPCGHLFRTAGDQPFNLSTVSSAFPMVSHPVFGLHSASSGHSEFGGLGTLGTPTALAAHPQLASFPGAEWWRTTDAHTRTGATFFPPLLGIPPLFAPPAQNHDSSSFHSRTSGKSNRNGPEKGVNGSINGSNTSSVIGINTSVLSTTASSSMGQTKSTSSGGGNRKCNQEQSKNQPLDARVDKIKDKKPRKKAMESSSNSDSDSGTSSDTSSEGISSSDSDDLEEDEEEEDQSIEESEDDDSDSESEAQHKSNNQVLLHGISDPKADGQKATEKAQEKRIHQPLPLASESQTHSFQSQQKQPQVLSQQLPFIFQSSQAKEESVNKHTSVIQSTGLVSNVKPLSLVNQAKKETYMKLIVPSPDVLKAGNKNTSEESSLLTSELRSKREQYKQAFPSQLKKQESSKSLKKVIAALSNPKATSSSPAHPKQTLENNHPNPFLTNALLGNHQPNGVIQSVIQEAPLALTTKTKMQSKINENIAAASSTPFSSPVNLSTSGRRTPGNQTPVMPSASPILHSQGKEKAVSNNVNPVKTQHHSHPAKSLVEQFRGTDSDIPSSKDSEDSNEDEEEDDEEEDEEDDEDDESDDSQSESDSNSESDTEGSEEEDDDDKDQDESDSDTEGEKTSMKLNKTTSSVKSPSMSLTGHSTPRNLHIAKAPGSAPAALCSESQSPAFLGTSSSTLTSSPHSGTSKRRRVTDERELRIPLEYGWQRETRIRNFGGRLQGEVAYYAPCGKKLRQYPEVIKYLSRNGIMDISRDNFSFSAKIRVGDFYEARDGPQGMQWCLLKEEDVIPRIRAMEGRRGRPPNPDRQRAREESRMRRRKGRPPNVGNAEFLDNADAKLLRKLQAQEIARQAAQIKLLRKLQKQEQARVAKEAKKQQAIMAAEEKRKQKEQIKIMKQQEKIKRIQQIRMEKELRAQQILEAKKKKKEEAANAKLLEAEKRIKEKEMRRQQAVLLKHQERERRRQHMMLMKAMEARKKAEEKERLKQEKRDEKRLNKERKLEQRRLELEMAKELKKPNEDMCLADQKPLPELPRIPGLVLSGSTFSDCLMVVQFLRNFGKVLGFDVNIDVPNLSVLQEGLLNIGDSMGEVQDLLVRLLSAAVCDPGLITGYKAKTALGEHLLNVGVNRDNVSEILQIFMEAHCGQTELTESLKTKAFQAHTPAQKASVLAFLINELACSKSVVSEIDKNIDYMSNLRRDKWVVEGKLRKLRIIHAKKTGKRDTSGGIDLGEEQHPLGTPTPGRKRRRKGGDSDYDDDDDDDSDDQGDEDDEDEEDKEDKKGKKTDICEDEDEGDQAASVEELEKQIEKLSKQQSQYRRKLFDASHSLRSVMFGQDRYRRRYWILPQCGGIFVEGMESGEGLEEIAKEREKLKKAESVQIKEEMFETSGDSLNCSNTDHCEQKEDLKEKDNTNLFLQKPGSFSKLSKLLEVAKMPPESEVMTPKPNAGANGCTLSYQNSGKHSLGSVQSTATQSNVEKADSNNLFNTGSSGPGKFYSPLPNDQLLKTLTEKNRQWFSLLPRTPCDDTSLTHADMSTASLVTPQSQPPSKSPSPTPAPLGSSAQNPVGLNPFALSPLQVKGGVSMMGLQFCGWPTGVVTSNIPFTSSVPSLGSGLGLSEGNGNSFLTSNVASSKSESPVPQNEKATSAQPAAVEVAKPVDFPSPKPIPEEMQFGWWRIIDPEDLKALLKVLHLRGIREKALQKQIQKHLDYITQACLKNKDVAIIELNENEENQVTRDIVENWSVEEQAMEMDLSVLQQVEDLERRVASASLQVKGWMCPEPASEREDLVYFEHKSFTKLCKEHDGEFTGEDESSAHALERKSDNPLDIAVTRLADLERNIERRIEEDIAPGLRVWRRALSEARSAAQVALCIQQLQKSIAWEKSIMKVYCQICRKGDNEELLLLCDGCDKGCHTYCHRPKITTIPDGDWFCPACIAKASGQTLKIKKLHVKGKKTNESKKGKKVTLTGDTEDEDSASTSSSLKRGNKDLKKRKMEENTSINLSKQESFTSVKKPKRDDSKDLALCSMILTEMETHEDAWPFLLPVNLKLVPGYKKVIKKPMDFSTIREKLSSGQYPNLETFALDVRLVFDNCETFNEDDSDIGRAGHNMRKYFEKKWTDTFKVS
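BAZ2B (50 nM) with biotin-H3(5-23)K14Ac peptide (50 nM) in PBS pH 7.4, 0.01% Tween-20, preformed 30 min, then compound 30 min at room temperature; top concentration 110uM. AlphaScreen streptavidin donor/nickel chelate acceptor beads (10 ug/mL final), 20 min dark, signal read.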
POLH inh – DNA polymerase eta (human) inhibition. Potency, µM (series often up to 114 µM), without a hit: at the top dose activity change, negative = inhibition, most hits filed as inhibitors. actives 1.2% (n = 390,000). recombinant Pol eta, fluorescent DNA replication assay. Q9Y253; note: potency is the fitted concentration of half-maximal effect; % is set by controls: 0 for no effect and ±100 for the full control effect
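Fluorescent replication assay: 50 nM final substrate added after a 15 min room-temperature compound preincubation with 10 nM enzyme. Signal taken at 0 min and again at 10 min.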
Starred values were filed as active, the others as inactive; i = inactive; ? = inconclusive; / = not tested or not shown; [ ] = remark or other dose. Unless noted, calls come from the whole dose curve; as a rule, active = well fitted curve in the direction sought with a large enough effect; inconclusive = small, poorly fitted or top-dose-only effect, or another doubt; inactive = no such curve, though single readings can be large; an effect the other way counts as inactive or inconclusive. A portion of the library, so the mix of outcomes need not match the whole.

Tb PGK inh	GLS inhibitor	PI4K2A block	G9a block	JMJD2A Tudor inh	Pin1 inh	HP1b chromo inh	smiles	BAZ2B inh	POLH inh
-4%	2%	2	/	-4%	4%	6%	COc1ccc(-c2c(C#N)c(N)nc3c2CCCC3)cc1OC	/	1%
2%	1%	3	/	-16%	5%	2%	CC(C(=O)OCC(=O)Nc1ccc(S(N)(=O)=O)cc1)N1C(=O)c2ccccc2C1=O (stereo not drawn)	/	-2%
6%	14%	1	/	-12%[11.4 µM]	-8%	55%[activator]	Cn1c(/C=N/O)nc2ccccc21	-14%	16%
-1%	0%	-18	-4%	-14%	-6%	5%	COc1ccccc1N(C(=O)c1csnn1)C(C(=O)NC1CCCC1)c1ccccc1 (stereo not drawn)	-7%	7%
0%	-1%	2	-18%[59 µM]	-14%	-2%	48%[activator]	O=C(Cn1nc(Cc2ccncc2)c2ccccc2c1=O)N1CCN(C(=O)c2ccco2)CC1	5%	2%
-2%	-2%	0	-4%	-12%	0%	28%	Cc1ccnc(NC(=O)c2ccc(S(=O)(=O)c3ccccc3)cc2)c1	-27%	-6%
i	-12%	0	-10%[59 µM]	-21%[11.4 µM]	-2%	49%	CCCC(c1nnnn1CC1CCCO1)N1CCN(c2cc(Cl)ccc2C)CC1 (stereo not drawn)	?	-14%
-8%	8%	2	/	-9%	-8%	29%	O=C(OCCOCn1cc(Br)c(=O)[nH]c1=O)c1ccccc1	/	-15%
-3%	15%	5	-8%	-17%	-12%	28%	Cc1ccc(Nc2ncccc2C(N)=O)cc1	-8%	-7%
4%	18%	?	28%[12.7 µM]	-5%	?	25%	Cc1c(C)c2ccc(OCC(=O)N[C@@H](Cc3c[nH]c4ccccc34)C(=O)O)cc2oc1=O	-37%	-2%
-8%	6%	-2	-1%	-20%	5%	64%[activator]	CCc1ccc(NC(=O)c2ccc(NC3=NC4CS(=O)(=O)CC4S3)cc2)cc1 (stereo not drawn)	2%	-18%
-9%	-2%	-2	28%	-11%	1%	54%[activator]	COc1ccc(C(=O)Nc2cccc3c2C(=O)NC3=O)cc1S(=O)(=O)N1CCOCC1	-5%[57.1 µM]	-13%
8%	-5%	4	1%	-3%	6%	16%[57 µM]	Cc1ccc(NC(=O)CSc2ccc(-c3cccnc3)nn2)cc1Cl	1%	-16%
-5%	2%	-5	2%[59 µM]	-6%	-1%	-3%	Cc1cccc(C(=O)OCc2cc(=O)n3ccsc3n2)c1	-5%	-4%
4%	14%	-2	/	0%	9%	47%[activator]	CCSc1nnc(NC(=O)c2c(C)noc2C)s1	2%	3%
-3%	-11%	-2	4%[59 µM]	8%	-6%	28%	COc1ccc(C(=O)N2CCN(C(=O)COc3ccccc3)CC2)cc1OC	-2%	-21%
-8%	5%	2	18%[59 µM]	2%	1%	20%	CC(C)N1CC(C(=O)Nc2ccccc2)CC1=O (stereo not drawn)	-1%	-2%
i	3%	-2	20%[59 µM]	-34%[57.1 µM]	6%	32%	O=C(O)CCN1C(=O)NC2(CCCC2)C1=O	6%	0%
-5%	7%	1	-22%[59 µM]	-9%	-1%	50%[activator]	CC(=O)N1CCc2cc(S(=O)(=O)NCCC(=O)Nc3cc(C)cc(C)c3)ccc21	-3%	-7%
4%	-27%	-12	18%	-6%	1%	34%	NC(=O)c1c(NC(=O)c2ccccc2C(=O)O)sc2c1CCCC2	?	-21%
4%	-7%	2	?	4%	4%	18%	COc1cc(C2Nc3ccccc3C(=O)N2NS(C)(=O)=O)c([N+](=O)[O-])cc1OC (stereo not drawn)	5%	-15%
-3%	-5%	-2	4%	-9%	-5%	22%	O=C(CCCN1C(=O)c2cccnc2C1=O)Nc1ccccc1F	?	-17%
-5%	1%	0	4%[59 µM]	-13%	-2%	49%[activator]	Cn1c(Cn2c(=O)sc3ccccc32)nnc1SCC(=O)N1CCCC1	-2%	-6%
2%	-8%	3	18%	1%	-3%	23%	Cc1cc(NC(=O)CCC(=O)N(c2ccccc2)C(C)C(=O)NC2CCCC2)no1 (stereo not drawn)	0%	?
-8%	0%	-3	-12%[59 µM]	-15%	-11%	18%	O=C(CN1C(=O)S/C(=C/c2cccs2)C1=O)N1CCCC1	?	-12%

In a second layout: entries from further up
Tb PGK inh,GLS inhibitor,PI4K2A block,G9a block,JMJD2A Tudor inh,Pin1 inh,HP1b chromo inh,BAZ2B inh,POLH inh,SMILES
i,3%,-2,20%[59 µM],-34%[57.1 µM],6%,32%,6%,0%,O=C(O)CCN1C(=O)NC2(CCCC2)C1=O
-5%,7%,1,-22%[59 µM],-9%,-1%,50%[activator],-3%,-7%,CC(=O)N1CCc2cc(S(=O)(=O)NCCC(=O)Nc3cc(C)cc(C)c3)ccc21
4%,-27%,-12,18%,-6%,1%,34%,?,-21%,NC(=O)c1c(NC(=O)c2ccccc2C(=O)O)sc2c1CCCC2
4%,-7%,2,?,4%,4%,18%,5%,-15%,COc1cc(C2Nc3ccccc3C(=O)N2NS(C)(=O)=O)c([N+](=O)[O-])cc1OC (stereo not drawn)

The list goes on.
Tb PGK inh	GLS inhibitor	PI4K2A block	G9a block	JMJD2A Tudor inh	Pin1 inh	HP1b chromo inh	smiles	BAZ2B inh	POLH inh
i	-7%	-4	34%[59 µM]	-22%	0%	26%	C/C(=N/Nc1nc(C)cc(-c2ccccc2)n1)c1ccco1	-38%	-12%
0%	-1%	2	243%[activator]	88%[activator]	?	135%[activator]	Cc1ccc(C(=O)CC(=O)c2ccc(C(C)(C)C)cc2)cc1	27%	6%
-5%	-5%	1	/	?	-3%	-5%	Cc1cc(=O)c(C(=O)Nc2ccc(N3CCOCC3)cc2N2CCOCC2)nn1-c1ccccc1Cl	/	-4%
-17%	?	-11	31%[12.7 µM]	-33%	?	30%	COc1cc(-c2cc(=O)c3c(O)c(OC)c(OC)cc3o2)cc(OC)c1O	-31%	22µM*
7%	-2%	4	?	1%	37%[activator]	15%	CC(C)CN(C(=O)COC(=O)COc1ccc2ccccc2c1)c1c(N)n(Cc2ccccc2)c(=O)[nH]c1=O	-8%	-4%
-7%	0%	2	-6%[2.33 µM]	3%	-1%	42%[activator]	O=C(NCc1ccccc1CN1CCCC1)C1CCN(C(=O)c2ccc(F)cc2)CC1	2%	-7%
1%	-16%	3	20%	-9%	?	5%	O=C(CCN1C(=O)/C(=C/c2cccs2)SC1=S)Nc1ccccc1O	-9%	8%
-3%	-2%	4	-48%[59 µM]	?	6%	3%	CCOc1ccc(-c2nn(-c3ccccc3)cc2C2NC(=O)NC(C)=C2C(=O)OC(C)C)cc1C (stereo not drawn)	-20%	?
-10%	22%	-11	45µM*	?	-9%	13%	COC(=O)c1ccc(CC(=O)c2c(C)cc(O)cc2O)o1	?	?
-5%	-3%	2	/	/	/	/	Nc1ccc(Cl)cc1C(=O)c1ccc[nH]1	/	4%
-4%	-4%	-7	/	89µM*	23%	?	Cc1sc2nc(SCC(=O)Nc3cccc(S(N)(=O)=O)c3)[nH]c(=O)c2c1C	/	?
-2%	6%	-2	2%	-14%	-4%	-19%	NS(=O)(=O)c1ccc(CCNC(=O)CNC(=O)c2ccc(F)cc2)cc1	6%	1%
-5%	0%	-2	-41%[59 µM]	-10%	56%[activator]	25%	CCOc1ccc(NC(=O)c2sc3nc4c(cc3c2N)CN(Cc2ccccc2)CC4)cc1	-8%	-17%
-6%	-2%	-3	?	-15%	-7%	24%	Cc1ccc(N2C(=O)C3C4C=CC(CC4)C3C2=O)c([N+](=O)[O-])c1 (stereo not drawn)	-20%	-12%
0%	2%	5	-2%	3%	-12%	40%[activator]	OCC1(CO)COC(c2ccccc2)=N1	-26%	-1%
2%	4%	6	6%[59 µM]	3%	-1%	31%	COc1cccc(NC(=O)Nc2ccc3snnc3c2)c1	-2%	-24%
-5%	?	-13	/	?	4%	18%	C/C(=C\C(=O)c1ccc(Br)cc1)NNC(=O)c1ccccc1	/	-17%
-2%	-1%	-3	-29%	-18%	3%	19%	CCc1ccc(OCC(=O)NC(=S)Nc2ccc(Br)c(C)n2)cc1	-1%	-17%
i	-8%	1	/	-14%	1%	20%	O=C(Nc1nc2ccccc2n1CCN1CCOCC1)c1ccc(Cn2cc([N+](=O)[O-])cn2)o1	-24%	-11%
-29%	4%	0	-40%[59 µM]	?	-12%	13%	COCc1cc(C)n(CC(=O)N/N=C/c2ccc(-c3ccc(Cl)c(C(=O)O)c3)o2)c(=O)c1C#N	?	10µM*

One compound at a time (already shown). Screens in order: Tb PGK inh, GLS inhibitor, PI4K2A block, G9a block, JMJD2A Tudor inh, Pin1 inh, HP1b chromo inh, BAZ2B inh, POLH inh
Shown for COC(=O)c1ccc(CC(=O)c2c(C)cc(O)cc2O)o1 = -10%, 22%, -11, 45µM*, ?, -9%, 13%, ?, ?
Shown for O=C(CCN1C(=O)/C(=C/c2cccs2)SC1=S)Nc1ccccc1O = 1%, -16%, 3, 20%, -9%, ?, 5%, -9%, 8%
Shown for CCc1ccc(NC(=O)c2ccc(NC3=NC4CS(=O)(=O)CC4S3)cc2)cc1 (stereo not drawn) = -8%, 6%, -2, -1%, -20%, 5%, 64%[activator], 2%, -18%
Shown for O=C(CN1C(=O)S/C(=C/c2cccs2)C1=O)N1CCCC1 = -8%, 0%, -3, -12%[59 µM], -15%, -11%, 18%, ?, -12%
Shown for O=C(O)CCN1C(=O)NC2(CCCC2)C1=O = i, 3%, -2, 20%[59 µM], -34%[57.1 µM], 6%, 32%, 6%, 0%
